# UTI89 phage lysis = inhibition of K1F phage lysis, E. coli UTI89, bacterial capsule biogenesis inhibitors, alamar blue (AID 488966); E. coli UTI89 K1F phage lysis, alamar blue, 2 h; higher % means a stronger effect; inhibition, % at 100 µM; hits with a dose series show IC50 in µM; 0.02% of 340,000 active;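 active means phage lysis inhibition, versus mean bacterial control, above a set limit; inconclusive means no clear call, values can overlap the other calls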;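 further: capsule biogenesis inhibitors block K1F phage lysis so surviving cells raise fluorescence; higher fluorescence means more inhibition of phage lysis; actives were called in the ten point dose series up to 300 µM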
# TNAP activation fold = human TNAP enzyme activators, primary screen, biochemical, luminescent, no phosphate acceptor, uHTS (AID 1001) | purified TNAP, luminescent activation assay, no phosphate acceptor; higher activation fold means a stronger effect | one-dose activation fold at 20 µM; EC50 in µM for titrated hits | 0.03% of 200,000 active; in the data active means activation fold from about 3, or a potency from the dose series; inactive means the rest, 99 in 100 with activation fold below about 1.6; further: many of its hits are not listed in these tables
# M1AAP inhibition = malaria alanyl aminopeptidase activity blockers – biochemical, fluorogenic H-Leu-NHMec substrate, 1536-well (AID 1445). recombinant M1AAP, H-Leu-NHMec fluorogenic kinetic assay; higher % means a stronger effect. one-dose inhibition, % at 30 µM; IC50 in µM for titrated hits. 0.42% of 220,000 active;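 active means primary inhibition above the hit cutoff, then over 50% inhibition at one or more dose response concentrations, cut at about 23% in these data, passing the limit was not always enough; inconclusive means conflicting primary data, or primary hits not chosen for dose response; inactive means low primary inhibition, or under 50% at every dose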;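 further: plate controls were DMSO full reaction for no effect and no enzyme background for full effect; strong numbers were not always called active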
# T cell HTS = T cell immune modulators affecting CD8 T cell-vesicle binding | 2C CD8+ T cell-vesicle binding, flow cytometry; hits give low values | calls only at 7 µM | 0.068% of 330,000 active | AID 2052;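 active means response, share of CD8 T cells binding vesicles, and their 90th percentile fluorescence all below set limits, cut at about 80% in these data, passing the limit was not always enough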
#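 Assay system – 2C mouse CD8+ T cells · Also added – QL9-loaded Drosophila micro-vesicles · Timing – Cell–vesicle co-incubation 1.5 h at 37 °C, staining 20 min on ice · Signal – flow cytometry of vesicle-bound cells · Measure – percent CD8+ FL2 mean versus row control · Controls – Peptide-free naked vesicles (low) and QL9 vesicles with 0.7% DMSO vehicle (high)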
# West Nile antiviral = inhibition of WNV-induced cytopathic effect – cell-based, CPE readout (AID 1621). West Nile virus-infected cells, CPE inhibition; higher % means a stronger effect. CPE inhibition, % at 10 µM; hits with a dose series show IC50 in µM. 0.02% of 290,000 active; in the data active means a potency from the dose series; inconclusive means CPE inhibition mostly from about 3.7% at the one dose, without a potency; inactive means the rest, 99 in 100 with CPE inhibition below about 2.2%; further: strong numbers were not always called active
# human PMI inhibitors = human PMI inhibitors, high substrate, primary screen, biochemical, fluorescence intensity, high mannose 6-phosphate (AID 1220). recombinant PMI enzyme, coupled fluorescence intensity; higher % means a stronger effect. inhibition, % at 20 µM; hits with a dose series show IC50 in µM. 0.66% of 190,000 active
# PMI inhibitors = MPI enzyme activity inhibition – biochemical, fluorescence intensity, coupled assay, primary screen (AID 1209); purified PMI enzyme, coupled fluorescence intensity; higher % means a stronger effect; one-dose inhibition, % at 20 µM; IC50 in µM for titrated hits; 0.42% of 190,000 active;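 further: plate controls were DMSO vehicle for no effect and wells lacking substrate for full effect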
# RSV antiviral HEp-2 = RSV antiviral activity via CPE protection, HEp-2 cells, primary 10 µM value included (AID 2391). HEp-2 cells, RSV-induced CPE inhibition; higher % means a stronger effect. CPE inhibition, % at 10 µM; hits with a dose series show IC50 in µM. 0.13% of 310,000 active; in the data active means a potency from the dose series; inconclusive means CPE inhibition mostly from about 23% at the one dose, without a potency; inactive means the rest, 99 in 100 with CPE inhibition below about 21%; further: strong numbers were not always called active
# M17LAP inhibition = P. falciparum M17LAP inhibitors, primary screen, biochemical, fluorogenic H-Leu-NHMec substrate, 1536-well (AID 1619); recombinant M17LAP, H-Leu-NHMec fluorogenic kinetic assay; higher % means a stronger effect; inhibition, % at 30 µM, or IC50 in µM where a hit was titrated; 0.38% of 220,000 active;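 active means compound inhibiting the enzyme by more than half at any dose during confirmatory dose-response retesting; inconclusive means strong single-dose inhibitors picked by rank but not retested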;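 further: plate controls were full reaction with DMSO carrier for no effect and no enzyme background for full effect; strong numbers were not always called active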
# T cell HTS vesicle-bound % = further read-out of T cell HTS, marked with its call; double positive events, %; measured here: CD8+ vesicle-bound cell fraction;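 binding gate set so that unloaded-vesicle control wells show 10% double positive cells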
# Active calls of the source: *; i = inactive; ? = inconclusive; · = no result given; [ ] = remark or other dose. Unless noted, no stated cut-off is given here; in the data, active means inhibition above about 50%; inactive means the rest.
molecule	T cell HTS	TNAP activation fold	human PMI inhibitors	RSV antiviral HEp-2	West Nile antiviral	M17LAP inhibition	UTI89 phage lysis	T cell HTS vesicle-bound %	PMI inhibitors	M1AAP inhibition
CNc1sc(C(=O)c2cccs2)c(N)c1-c1nc2ccccc2s1	i	0.9	-38%	9.6%	-0.1%	-8%	0.4%	47	-24%	14%
Cc1ccc(S(=O)(=O)N2CCC(C(=O)NCC3CCCCC3)CC2)cc1	i	·	·	0.8%	-1.0%	·	0.1%	22	·	·
COc1ccc(Cl)cc1NC(=O)CCn1c(=O)oc2ccccc21	i	·	·	1.4%	-0.2%	·	0.1%	8	·	·
CCOC(=O)CN/C=C(\C#N)c1ccc(F)cc1	i	1.1	-10%	-0.8%	2.0%	-1%	-0.4%	28	-6%	-2%
CC1CCC(C(C)C)C(=O)/C1=C\c1ccc(NC(=O)CCC(=O)O)cc1 (stereo not drawn)	i	1.1	-1%	2.4%	1.1%	1%	-0.3%	59	-7%	9%
O=C1CCC/C(=N/NC(=O)c2cc(NS(=O)(=O)c3cccs3)cc(NS(=O)(=O)c3cccs3)c2)C1	i	·	·	0.8%	-0.1%	·	0.0%	23	·	·
NS(=O)(=O)c1ccc(NC(=S)NNC(=O)c2ccc(Br)o2)cc1	i	·	·	1.0%	0.1%	·	-0.1%	69	·	·
CCOC(=O)C1=C(C)N(Cc2ccc(C(=O)O)cc2)C(=O)NC1c1ccc([N+](=O)[O-])cc1 (stereo not drawn)	i	1.1	0%	1.8%	1.0%	0%	0.9%	32	-4%	10%
CCn1cc(C(=O)NCc2ccccn2)c(=O)c2cc(F)c(N3CCN(C)CC3)cc21	i	1.1	0%	1.0%	-0.5%	3%	-11%	34	11%	6%
COc1ccc(/C(C)=N\NC(=O)c2ccc3c(c2)OCO3)cc1OC	i	1.1	-6%	3.1%	-0.4%	-5%	·	41	-3%	-4%
CC(C)CNC(C(=O)Nc1ccc([N+](=O)[O-])cc1Br)c1ccccc1 (stereo not drawn)	i	1.5	4%	4.9%	-1.2%	14%	0.0%	64	13%	6%
COc1ccccc1N1CCN(S(=O)(=O)c2c(C)[nH]c(=O)[nH]c2=O)CC1	i	1	-2%	1.1%	0.5%	7%	0.0%	55	-2%	15%
COc1ccc(-c2csc(Nc3ccc(S(N)(=O)=O)cc3)n2)cc1OC	i	1	2%	?	1.1%	-6%	-0.5%	51	-8%	8%
CN1CCN(C(=O)C2CC(c3ccc(F)cc3)=NO2)CC1 (stereo not drawn)	i	1.2	-5%	-0.5%	0.3%	5%	-1.2%	67	-2%	-2%
COC(=O)C(C)Oc1ccc2c(c1)O/C(=C\c1ccco1)C2=O (stereo not drawn)	i	·	·	0.4%	-0.1%	·	-0.6%[50 µM]	36	·	·
CCN(CC)S(=O)(=O)c1cc(NC(=O)COC(=O)CCC(=O)c2ccc(F)cc2)ccc1C	i	1	0%	1.0%	-0.1%	23%	2.0%	12	4%	2%
Cc1ccc(-n2c(C)nc3oc4ccccc4c(=O)c3c2=O)cc1	i	1.1	·	3.2%	-0.4%	-17%	-0.2%	54	·	12%
O=C(COC(=O)c1ccc(S(=O)(=O)NCc2ccco2)cc1)Nc1ncc(Cl)cc1Cl	i	1.1	2%	1.2%	0.1%	-2%	1.4%[50 µM]	22	0%	7%
COc1ccc(N2CCN(C(=O)CCc3ccccc3)CC2)cc1	i	·	·	1.1%	-0.9%	·	-0.1%	54	·	·
COc1ccc(C2C(C(=O)N3CCOCC3)CCC(=O)N2c2ccc(OC)cc2)cc1 (stereo not drawn)	i	1	-8%	2.4%	-0.1%	2%	2.9%	41	-8%	12%

# Part of the list above, as labelled records.
CNc1sc(C(=O)c2cccs2)c(N)c1-c1nc2ccccc2s1
  T cell HTS = i
  TNAP activation fold = 0.9
  human PMI inhibitors = -38%
  RSV antiviral HEp-2 = 9.6%
  West Nile antiviral = -0.1%
  M17LAP inhibition = -8%
  UTI89 phage lysis = 0.4%
  T cell HTS vesicle-bound % = 47
  PMI inhibitors = -24%
  M1AAP inhibition = 14%

Cc1ccc(S(=O)(=O)N2CCC(C(=O)NCC3CCCCC3)CC2)cc1
  T cell HTS = i
  TNAP activation fold = ·
  human PMI inhibitors = ·
  RSV antiviral HEp-2 = 0.8%
  West Nile antiviral = -1.0%
  M17LAP inhibition = ·
  UTI89 phage lysis = 0.1%
  T cell HTS vesicle-bound % = 22
  PMI inhibitors = ·
  M1AAP inhibition = ·

COc1ccc(Cl)cc1NC(=O)CCn1c(=O)oc2ccccc21
  T cell HTS = i
  TNAP activation fold = ·
  human PMI inhibitors = ·
  RSV antiviral HEp-2 = 1.4%
  West Nile antiviral = -0.2%
  M17LAP inhibition = ·
  UTI89 phage lysis = 0.1%
  T cell HTS vesicle-bound % = 8
  PMI inhibitors = ·
  M1AAP inhibition = ·

# Next entries
molecule	T cell HTS	TNAP activation fold	human PMI inhibitors	RSV antiviral HEp-2	West Nile antiviral	M17LAP inhibition	UTI89 phage lysis	T cell HTS vesicle-bound %	PMI inhibitors	M1AAP inhibition
CCOc1ccccc1NC(=O)c1ccc(CN2CCc3ccccc3C2)cc1	i	·	·	0.8%	1.2%	·	0.2%	53	·	·
C=CCc1cc(/C=C2/NC(=O)N(CC)C2=O)cc(OCC)c1OCc1ccc(C(=O)O)cc1	i	1	4%	1.7%	0.9%	17%	6.1%	50	-8%	3%
COc1ccc(-c2nnn(CC(=O)N3CCN(c4ccccc4OC)CC3)n2)cc1OC	i	1.1	10%	3.4%	-0.3%	-6%	-0.1%	8	9%	-7%
COc1cc(C2CC(=O)c3cnc(NC(C)=O)nc3C2)cc(OC)c1OC (stereo not drawn)	i	1.1	2%	1.0%	-0.3%	1%	0.5%	10	3%	-2%
CC(OC(=O)c1ccc2c(=O)n3c(nc2c1)CCC3)C(=O)NC1CCCCC1C (stereo not drawn)	i	·	·	1.2%	-0.3%	·	1.8%[50 µM]	50	·	·
Cc1cc(/C=C(\C#N)C(=O)NC2CC2)c(C)[nH]1	i	1.2	-6%	2.5%	-0.5%	16%	-2.3%	52	8%	5%
Cc1nn(C)cc1CNC(=O)C1C2CCC(O2)C1C(=O)O (stereo not drawn)	i	1.1	4%	7.1%	0.0%	-2%	·	9	9%	-10%
O=C(NCc1ccccc1)N1CCn2c(nc3ccccc32)C1	i	1.1	5%	1.5%	-0.4%	6%	7.2%	53	8%	5%
CCCC(=O)Nc1cc(=O)n(C)c(=O)n1C	i	1.1	10%	2.4%	0.6%	8%	-0.6%	41	15%	3%
O=C(NCCO)C(F)(F)C(F)(F)C(F)(F)OC(F)(C(=O)NCCO)C(F)(F)F (stereo not drawn)	i	1.1	5%	2.4%	0.3%	6%	0.1%	9	4%	10%
C=CCn1cccc(C(=O)Nc2ccc(F)cc2)c1=O	i	·	·	20%	-0.4%	·	0.3%	30	·	·
O=C(Nc1cccc(S(=O)(=O)N2CCOCC2)c1)c1cnccn1	i	1.1	-6%	0.6%	-0.3%	2%	0.5%	5	-9%	-1%
CC(C)c1ccc(NS(=O)(=O)c2cn(C)c(=O)n(C)c2=O)cc1	i	1.1	9%	1.2%	-0.4%	18%	-1.5%	49	12%	11%
COc1ccc(-c2cnc(OC(C)(C)C)nc2OC(C)(C)C)cc1OC	i	1	-3%	14%	1.2%	3%	0.8%	54	8%	4%
O=C(C1CCCCC1)N1CCC(c2nc3ccccc3[nH]2)CC1	i	1	-17%	-0.1%	0.2%	5%	5.9%	33	2%	-4%
Cc1ccc(S(=O)(=O)Nc2ccc3c(c2)nc(CN2CCCC2)n3C)cc1	i	1.2	-2%	0.0%	0.2%	2%	0.3%	42	5%	-2%
O=C1C(=O)N(CCN2CCOCC2)C(c2cccc(Cl)c2)/C1=C(/O)c1ccc2c(c1)OCO2 (stereo not drawn)	i	·	·	0.8%	0.2%	·	0.7%[50 µM]	10	·	·
O=C(OCN1C(=O)c2ccccc2C1=O)c1cccnc1SC(F)F	i	·	·	1.1%	-0.2%	·	0.1%	29	·	·
CC1(C)CC(=O)C(C=NCCN2CCN(C(=O)C34CC5CC(CC(C5)C3)C4)CC2)=C(O)C1	i	1.1	-72%	-0.4%	-0.6%	·	3.4%	21	-39%	·
Cc1ccc(N(C(=O)c2snc(C(N)=O)c2N)C(C(=O)NCc2ccccc2)c2ccncc2)c(C)c1 (stereo not drawn)	i	·	·	?	1.1%	·	-0.2%	11	·	·
Cc1cc(NC(=O)COC(=O)C2CC(=O)N(c3ccccc3Cl)C2)no1 (stereo not drawn)	i	·	·	0.7%	0.8%	·	-0.2%	42	·	·
CCOc1ccc(Oc2nc(C)cc(OC)n2)nn1	i	1	5%	1.3%	0.2%	-6%	-0.6%	34	-3%	-2%
CCc1cc2cc(C)c(C)cc2nc1SCC(=O)Nc1cc(C)on1	i	1	8%	2.1%	?	4%	-0.3%	52	14%	5%
Cc1ccc(CN2CCNC(=O)C2CC(=O)N(C)Cc2cnccn2)cc1 (stereo not drawn)	i	·	·	2.5%	0.1%	·	1.4%	24	·	·
O=C(CCCN1C(=O)S/C(=C\C=C\c2ccccc2)C1=O)Nc1ccc(C(=O)O)cc1	i	·	·	0.0%	-0.4%	·	-0.7%	25	·	·
COc1cccc(NC(=O)C2CCN(S(=O)(=O)c3ccc4[nH]c(=O)oc4c3)CC2)c1	i	·	·	0.6%	1.5%	·	0.6%	38	·	·
COc1ccc(C)cc1S(=O)(=O)N(CC(=O)O)c1ccc(C)cc1	i	1.1	3%	2.1%	-0.2%	-16%	0.1%	54	3%	-9%
O=S(=O)(c1ccc(Cl)cc1)N(CCCN1CCOCC1)Cc1cccs1	i	1.1	0%	-2.0%	-0.6%	22%	0.2%	7	-2%	3%
COc1ccc(/C=N/NC(=O)CCC(=O)Nc2ccc(Br)cc2)c(OC)c1	i	·	·	2.8%	0.1%	·	0.1%	32	·	·
Cc1ccccc1NC(=O)CCCN1C(=O)C2CC=CCC2C1=O (stereo not drawn)	i	·	·	1.8%	-0.1%	·	0.1%	16	·	·
Cc1ccccc1Cn1c2ccccc2c2cnn(CC(=O)N3CCN(c4ccccc4)CC3)c(=O)c21	·	1.1	12%	·	-0.3%	21%	0.9%	·	5%	-1%
Cc1ccc(S(=O)(=O)NCc2c(Cl)cccc2Oc2ccccc2)cc1	i	·	·	3.2%	-0.1%	4%	-0.5%	14	·	4%
Nc1nc(Nc2ccccc2)nc(NCCO)c1[N+](=O)[O-]	i	·	·	·	0.6%	5%	0.1%	12	·	11%

# High-throughput results deposited in PubChem by several laboratories.
